Bioassay records as filed in PubChem BioAssay.
H1N1 NS1A inhibition: H1N1 influenza NS1A inhibitors, functional cell based assay (AID 504329) | 340,000 tested, 0.3% active | inhibition, % at 12.5 µM, or IC50 in µM where a hit was titrated | NS1A functional cell-based assay, percent inhibition; higher % means a stronger effect; in the data active = a potency from the dose series; inconclusive = inhibition above about 27% without an active follow-up result; also: strong numbers were not always called active
tuberculosis growth: growth inhibition of non-replicating M. tuberculosis (AID 488890). 320,000 tested, 0.39% active. Mycobacterium tuberculosis non-replicating, growth inhibition; higher % means a stronger effect. inhibition, % at 25 µM; hits with a dose series show IC50 in µM; in the data active = a potency from the dose series; inconclusive = inhibition mostly from about 82% at the one dose, without a potency; inactive = the rest, 99 in 100 with inhibition below about 76%;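 also: plate controls were DMSO cells for no effect and high antibiotic wells for full effect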
inhibitors of VEEV: inhibitors of VEEV TC-83 cytopathic effect, confirmation, Vero cells (AID 588727). Vero cells, VEEV TC-83 cytopathic effect inhibition; higher % means a stronger effect. inhibition, % at 20 µM; hits with a dose series show IC50 in µM. 350,000 tested, 0.13% active; in the data active = a potency from the dose series; inconclusive = inhibition mostly from about 14% at the one dose, without a potency; inactive = the rest, 99 in 100 with inhibition below about 12%; also: strong numbers were not always called active
PhoP GFP inhibition: PhoP regulon inhibitors, Salmonella typhi PhoP promoter GFP reporter, confirmatory (AID 1850) | Salmonella Typhi PhoP-promoter GFP reporter, fluorescence, 4 h; higher % means a stronger effect | inhibition, % at 50 µM, or IC50 in µM where a hit was titrated | 310,000 tested, 0.33% active; in the data active = a potency from the dose series; inconclusive = inhibition mostly from about 25% at the one dose, without a potency; inactive = the rest, 99 in 100 with inhibition below about 19%;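 also: 0% = induced wells with vehicle and 100% = uninduced wells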
M. tuberculosis HTS: M. tuberculosis growth inhibition, HTS (AID 449762). M. tuberculosis H37Rv growth inhibition, 7H9 media; higher % means a stronger effect. inhibition, % at 25 µM; hits with a dose series show IC50 in µM. 330,000 tested, 0.59% active; in the data active = a potency from the dose series; inconclusive = inhibition above about 70% without an active follow-up result;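 also: bacterial growth assessed after seven days of incubation; strong numbers were not always called active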
inhibitors of VEEV 10K pilot screen: further read-out of inhibitors of VEEV, marked with its call; inhibition, %; measured here: 10K pilot screen inhibition
An asterisk follows results filed as active; i = inactive; ? = inconclusive; . = no result given; & = joins results of further samples. No enrichment for hits. About 1.5% of those tested had a hit in this group.

SMILES	H1N1 NS1A inhibition	tuberculosis growth	inhibitors of VEEV	PhoP GFP inhibition	M. tuberculosis HTS	others
Nc1nnc(SCC(=O)OCC(=O)c2ccccc2Br)s1	7%	13%	0.2%	1%	-1%
Cc1ccc(SC(C)C(=O)Nc2cccnc2)cc1 (centres undefined)	3%	32%	2.9%	7%	3%
COc1cc(NC(=O)c2cccc(COCC(F)(F)C(F)F)c2)cc(OC)c1OC	0%	14%	11%	-4%	-6%
CN1C[C@@H]2[C@@H]3C(=O)N(C)C(=O)[C@@H]3[C@](C)(C1=O)N2C(=O)c1ccc(C(F)(F)F)cc1	-2%	.	i	.	.
O=C(c1ccccc1NS(=O)(=O)c1ccc([N+](=O)[O-])cc1[N+](=O)[O-])N1O[C@@H]2C=C[C@H]1C2	-2%	.	0.7%	.	.
O=C(Nc1ccc(F)cc1Cl)C1CCN(C(=O)Nc2ccccc2)CC1	-3%	3%	1.9%	-6%	-5%
CCCCCn1c(=O)[nH]c2cc(C(=O)NCc3ccco3)ccc2c1=O	-2%	2%	i	-2%	8%
COc1cc(CNCc2ccccc2Cl)ccc1OCC(=O)NC1CCCCC1	-5%	20%	4.0%	-6%	-10%
Cc1onc(-c2ccccc2)c1C(=O)Nc1ccc(S(=O)(=O)Nc2nccs2)cc1	-11%	6%	1.2%	8%	7%
COC(=O)C(NC(=O)C(C)NC(=O)OCc1ccccc1)C(C)C (centres undefined)	-1%	-20%	5.8%	-14%	-9%
COc1ccccc1CNC(=O)c1cn(C)c2ccc(S(=O)(=O)N3CCCCC3)cc2c1=O	.	1%	.	2%	4%
Cc1nnc(SCC(=O)N(C)c2c(N)n(Cc3ccccc3)c(=O)[nH]c2=O)n1Cc1ccccc1	-4%	0%	1.0%	0%	-1%
NC(=O)C1=C[C@@H](c2ccc(Br)cc2)C[C@@H](OCCCCO)O1	5%	-2%	6.2%	3%	3%
CN(C(=O)CSc1nc(N)cc(N)n1)C1CCS(=O)(=O)C1 (centres undefined)	-7%	-10%	3.5%	-2%	-2%
O=C(O)CCC(=O)N1CCN(c2ncccc2C(F)(F)F)CC1	-7%	9%	1.4%	0%	3%
Cc1ccc(NC(=O)N2CCCC2C(=O)NCC2CCCCC2)cc1 (centres undefined)	10%	-5%	i	5%	6%
Nc1ccc(SC(F)(F)F)cc1C(=O)c1ccccc1	-5%	-2%	2.8%	2%	4%
CC(NC(=O)c1cccs1)C1CCCO1 (centres undefined)	-3%	2%	0.2%	1%	-2%
COc1ccccc1NC(=O)Nc1nnc(C(C)C)s1	-1%	17%	1.5%	3%	-5%
COc1ccccc1NC(=O)COc1cc(C)nc(C(C)C)n1	-7%	7%	i	-1%	1%

Next part, starting with the last 4 of the part before.
SMILES	H1N1 NS1A inhibition	tuberculosis growth	inhibitors of VEEV	PhoP GFP inhibition	M. tuberculosis HTS	others
Nc1ccc(SC(F)(F)F)cc1C(=O)c1ccccc1	-5%	-2%	2.8%	2%	4%
CC(NC(=O)c1cccs1)C1CCCO1 (centres undefined)	-3%	2%	0.2%	1%	-2%
COc1ccccc1NC(=O)Nc1nnc(C(C)C)s1	-1%	17%	1.5%	3%	-5%
COc1ccccc1NC(=O)COc1cc(C)nc(C(C)C)n1	-7%	7%	i	-1%	1%
CCOC(=O)C1(Cc2ccc(OC)cc2)CCN(C(=O)CCn2ccc(C)n2)CC1	1%	6%	0.2%	-1%	-5%
COCCOc1cc(NC(=O)c2sccc2Oc2ccc([N+](=O)[O-])cc2F)c(Cl)cc1Cl	3%	8%	2.6%	8%	-15%
CN(CC(=O)Nc1ccc(Cl)c(C(F)(F)F)c1)C(=O)COC(=O)C1CC2CCCC(C1)C2=O (centres undefined)	0%	15%	2.4%	.	-5%
C=CCCC(=O)N1C[C@H]2CON(C)[C@H]2C[C@H]1c1cccc(Nc2ccccc2)c1	-14%	.	i	.	.
Cc1ccc(S(=O)(=O)N2CCN(C(=O)CN3CCOCC3)C2c2ccccc2)cc1 (centres undefined)	-22%	10%	6.8%	1%	0%
COc1ccc(-c2cc(=O)oc3c(C)c(OCc4nn[nH]n4)ccc23)cc1	-4%	18%	5.2%	1%	2%
O=C(Nc1ccc(N2CCCC2)cc1)C(c1ccccc1)c1ccccc1	14%	69%	0.1%	4%	-3%
COc1ccc(-n2c(SCC(=O)Nc3cc(C)on3)nc3c([nH]c4ccccc43)c2=O)cc1	-6%	.	1.6%	-6%	0%
COC(=O)C1=COC(C)C2CN3CCc4c([nH]c5cc(OC)c(OC)cc45)C3CC12 (centres undefined)	8%	34%	0.3%	-34%	1%
O=C(NCCCn1ccnc1)c1ccc(Cl)c(S(=O)(=O)N2CCOCC2)c1	-1%	.	0.7%	5%	4%
c1ccc(-c2cnnc3ccccc23)cc1	-18%	9%	0.8%	5%	-7%
COc1ccc(OC)c(S(=O)(=O)N2CCC(C(=O)Nc3cccc(C(F)(F)F)c3)CC2)c1	-7%	31%	4.3%	-3%	-3%
CCSc1nnc(-c2ccccc2N)c(=O)[nH]1	0%	5%	3.1%	9%	-7%
O=C(O)CC1SC(=Nc2ccccc2)N(c2ccccc2)C1=O (centres undefined)	3%	2%	1.1%	5%	-1%	inhibitors of VEEV 10K pilot screen=0.7
COCc1cc(CN2CCCC(C(=O)Nc3ccc(-c4ccco4)cc3)C2)ccc1OC (centres undefined)	1%	31%	6.2%	-17%	?
COc1ccccc1CNC(=O)[C@H](CCSC)NC(=O)[C@@H]1Cc2ccccc2CN1	2%	8%	0.8%	-4%	-16%
O=C(c1cccc(S(=O)(=O)N2CCCC2)c1)N1CCN(c2ccccc2)CC1	1%	7%	2.9%	0%	3%	inhibitors of VEEV 10K pilot screen=5.1
Cc1cc(F)ccc1S(=O)(=O)Nc1c(C)n(C)n(-c2ccccc2)c1=O	-1%	-15%	0.8%	-5%	1%
COc1cccc(C(=O)NCC2(c3ccccc3)CCCC2)c1OC	-3%	48%	1.9%	-3%	3%
CN(C(=O)COC(=O)c1ccccc1OCc1ccc(F)cc1)C1CCS(=O)(=O)C1 (centres undefined)	-10%	6%	2.9%	.	-9%
CCOC(=O)Nc1ccc2c(c1)N(C(=O)OCCN(C)C)c1ccccc1CC2	0%&3%	-2%&2%	0.8%&1.5%	-9%&-1%	-3%&4%
CC(C)c1ccc(N=Cc2c(O)n(C3CC3)c(=S)[nH]c2=O)cc1	-20%	?	53%	0%	47%
CC(C)c1nnc(NC(=O)c2cc3ccccc3o2)s1	3%	.	1.0%	-2%	10%
Cc1cc(F)ccc1NC(=O)c1cc(S(=O)(=O)N2CCc3ccccc32)cn1C	5%	-13%	0.4%	-2%	-8%	inhibitors of VEEV 10K pilot screen=0.8
O=C(Nc1ccc(Cl)c(-c2nc3ccccc3[nH]2)c1)c1cccnc1	9%	.	1.4%	-3%	.
CCOc1ccc(N(CC(=O)OC)S(=O)(=O)c2ccc3c(c2)n(C)c(=O)c(=O)n3C)cc1	6%	.	1.7%	.	-2%
CC(=O)Oc1ccccc1C(=O)OCCN=C1NS(=O)(=O)c2ccccc21	10%	-9%	0.4%	2%	-2%
CCOC(=O)c1c(/N=C/C2C(=O)NC(=S)NC2=O)sc2c1CCC2	.	2%	i	3%	13%
CN1C(c2ccc(F)cc2)=CS/C1=C(/C#N)c1nnc(N2CCOCC2)n1-c1ccccc1	7%	16%	4.8%	-3%	-7%
O=C(Cn1c(=O)n(-c2ccccc2)c(=O)n1CC(=O)N1CCCCC1)N1CCCCC1	-14%	14%	3.8%	-13%	3%
COc1cccc(-c2nnn(CCc3nn[nH]n3)n2)c1	11%	-15%	6.1%	-8%	1%
COc1ccccc1NC(=O)CSc1nc(C)c2c(c1C#N)CCCC2	2%	-16%	i	0%	0%
COc1ccccc1CNC(=O)C(=O)Nc1ccc(C(=O)N2CCC(C)CC2)cc1	10%	25%	1.7%	1%	7%
COc1ccc(/C=C/C(=O)c2cc(F)ccc2OC(=O)c2ccccc2OC)cc1OC	8%	.	9.2%	.	.
COC(=O)c1[nH]c2ccccc2c1NS(=O)(=O)c1ccc(F)c(C)c1	-2%	22%	0.5%	6%	-11%
O=c1[nH]c(=O)n(Cc2ccc(F)cc2)c(O)c1C=NCCCn1ccnc1	-4%	-2%	2.7%	-3%	-10%
O=C1CN(C(=O)NCC(=O)N[C@@H](C(=O)O)c2ccccc2)c2ccccc2N1	0%	-23%	i	-10%	10%
CCOc1ccc(C2Nc3ccccc3NC3=C2C(=O)CC(C)(C)C3)cc1OC (centres undefined)	-5%	-4%	0.1%	-6%	4%
CNS(=O)(=O)c1cccc(C(=O)OCC(=O)Nc2ccccc2OC(F)F)c1	1%	15%	4.2%	-4%	8%
O=C(O)/C=C/c1ccc2c(c1)OCCO2	7%	13%	i	5%	10%

Pulled by structure from above, two records:
SMILES	H1N1 NS1A inhibition	tuberculosis growth	inhibitors of VEEV	PhoP GFP inhibition	M. tuberculosis HTS	others
COc1cc(CNCc2ccccc2Cl)ccc1OCC(=O)NC1CCCCC1	-5%	20%	4.0%	-6%	-10%
CC(NC(=O)c1cccs1)C1CCCO1 (centres undefined)	-3%	2%	0.2%	1%	-2%

New compounds follow
SMILES	H1N1 NS1A inhibition	tuberculosis growth	inhibitors of VEEV	PhoP GFP inhibition	M. tuberculosis HTS	others
Cc1ccc(C(=O)N2CCN(c3ncnc4c(C)csc34)CC2)cc1	0%	29%	i	13%	-5%
CC1(C)CC(CCNCc2ccc3c(c2)OCO3)(Cc2ccccc2)CCO1 (centres undefined)	6%	28%	1.8%	-3%	4%
CCCOC(=O)c1ccc(OCC(O)Cn2c(C)nc3ccccc32)cc1 (centres undefined)	-5%	.	i	.	.
CC(NC(=O)c1ccc(Br)cc1)C(=O)NC1=NCCS1 (centres undefined)	-12%	-3%	1.2%	-6%	0%
CCc1c(C)nc2c(OC)cccc2c1Cl	-6%	7%	i	13%	5%
COc1ccccc1NC(=O)CSc1nnc(CC(=O)Nc2ccccc2C)n1C	-3%	7%	1.7%	-3%	-3%
O=C(NC12CC3CC(CC(C3)C1)C2)N1CCN(c2ccccn2)CC1	4%	22%	0.6%	0%	-7%
CCOC(=O)CSc1nnc(CNC(=O)c2cccs2)n1CCc1ccccc1	3%	70%	i	0%	46%
Cc1cc(Cl)cc(Br)c1OCCCCn1cncn1	-6%	9%	0.1%	6%	-4%
CCCCC(=O)N(c1ccc(OC)cc1)C1C=CS(=O)(=O)C1 (centres undefined)	2%	-14%	1.2%	10%	4%
Cc1cc(C)[n+](CCCC[n+]2c(C)cc(C)cc2C)c(C)c1	-9%	-8%	0.8%	-23%	-6%
Cc1cc(Cl)c2c(c1)[C@]1(C(=O)N2)[C@@H]2C(=O)N(Cc3ccccc3)C(=O)[C@@H]2[C@@H]2CCCN21	14%	32%	8.6%	4%	-2%
COc1ccc(CCNc2ccc(C(=O)O)cc2[N+](=O)[O-])cc1OC	-3%	16%	0.0%	4%	-1%
CC(=O)N1CCN(S(=O)(=O)c2cccc(C(=O)OCc3cccc(F)c3)c2)CC1	-5%	-1%	3.5%	.	-2%
CCOC(=O)C(=O)Nc1nccs1	-1%	27%	1.1%	-1%	2%
O=C(Nc1nc(SCc2ccc(F)cc2)ns1)c1ccco1	4%	72%	1.1%	1%	-7%
CN(C)C(CNC(=O)c1ccc2ccccc2n1)c1ccccc1 (centres undefined)	3%	18%	0.9%	3%	4%
O=S1(=O)c2ccc(Br)cc2N2CCC[C@H]2CN1Cc1ccccc1	-5%	.	i	.	.
O=C(Nc1ccc(S(=O)(=O)NCc2ccco2)cc1)c1ccc(F)cc1	8%	4%	i	-1%	3%
O=C(c1cccc(S(=O)(=O)N2CCCCC2)c1)N(CCc1ccccc1)Cc1ccccc1	-2%	12%	5.7%	8%	3%
O=C(COC(=O)C1CC(O)CN1S(=O)(=O)c1ccc(Cl)cc1)c1ccccc1Cl (centres undefined)	5%	-5%	i	-3%	-4%
CCC(C(=O)NC1CCCC1)N(C(=O)Cn1nnc(-c2ccc(C)o2)n1)C(C)(C)C (centres undefined)	0%	7%	i	-2%	-10%
O=[N+]([O-])c1ccc(Nc2nc(N3CCOCC3)nc(N3CCOCC3)n2)cc1	2%	-3%	2.1%	1%	-1%
O=C(NCc1ccco1)c1ccc(CS(=O)(=O)c2cccc(C(F)(F)F)c2)o1	3%	13%	0.9%	-5%	-2%
CCOC(=O)c1c(NC(=O)Nc2ccc(Cl)cc2)sc(C)c1C	9%	0%	0.1%	-1%	-4%
